Screening data as filed in PubChem.
TDP1 cell CPT – qHTS for Inhibitors of human tyrosyl-DNA phosphodiesterase 1 (TDP1): qHTS in cells in presence of CPT; chicken DT40 Tdp1-/-;hTDP1 cells + 20 nM CPT, ATP luminescence, 48 h; 420,000 tested, 12% active; Potency, µM (doses to about 46.2 µM), without a hit: at the highest dose activity change, negative = growth inhibition, actives largely listed as inhibitors; note: nearly all actives have a fitted effect of over 55% in size
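Chicken DT40 Tdp1-/- cells complemented with human TDP1, 400 cells/well, exposed to compounds plus 20 nM camptothecin for at least 48 h at 37 C; viability read as ATP content by CellTiter-Glo luminescence.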
FEN1 inhibitor – qHTS Assay for the Inhibitors of Human Flap endonuclease 1 (FEN1). AID 588795, 2011. 390,000 tested, 0.35% active. Potency, µM (series often up to 114 µM), for inactives: at the highest dose activity change, negative = inhibition, most hits filed as inhibitors. Recombinant FEN1 flap cleavage, fluorescence, 15 min; note: nearly all actives have a fitted effect of over 65% in size
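Recombinant FEN1 (10 nM) was preincubated with pin-transferred compounds for 15 min at room temperature, then flap DNA substrate (50 nM final) was added. Plates were read at 0 and 15 min, and normalized concentration–response data were fitted to a four-parameter Hill equation.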
KAT2A inh – qHTS Assay for Inhibitors of GCN5L2. Histone acetyltransferase KAT2A (Homo sapiens), Q92830. GCN5L2 HAT assay, ThioGlo1 CoA-SH fluorescence. Potency, µM (series often up to 58.9 µM), for inactives: at the highest dose activity change, negative = inhibition, hits mostly inhibitors. 390,000 tested, 0.21% active. AID 504327, 2011
Target sequence (Q92830 whole entry, looked up): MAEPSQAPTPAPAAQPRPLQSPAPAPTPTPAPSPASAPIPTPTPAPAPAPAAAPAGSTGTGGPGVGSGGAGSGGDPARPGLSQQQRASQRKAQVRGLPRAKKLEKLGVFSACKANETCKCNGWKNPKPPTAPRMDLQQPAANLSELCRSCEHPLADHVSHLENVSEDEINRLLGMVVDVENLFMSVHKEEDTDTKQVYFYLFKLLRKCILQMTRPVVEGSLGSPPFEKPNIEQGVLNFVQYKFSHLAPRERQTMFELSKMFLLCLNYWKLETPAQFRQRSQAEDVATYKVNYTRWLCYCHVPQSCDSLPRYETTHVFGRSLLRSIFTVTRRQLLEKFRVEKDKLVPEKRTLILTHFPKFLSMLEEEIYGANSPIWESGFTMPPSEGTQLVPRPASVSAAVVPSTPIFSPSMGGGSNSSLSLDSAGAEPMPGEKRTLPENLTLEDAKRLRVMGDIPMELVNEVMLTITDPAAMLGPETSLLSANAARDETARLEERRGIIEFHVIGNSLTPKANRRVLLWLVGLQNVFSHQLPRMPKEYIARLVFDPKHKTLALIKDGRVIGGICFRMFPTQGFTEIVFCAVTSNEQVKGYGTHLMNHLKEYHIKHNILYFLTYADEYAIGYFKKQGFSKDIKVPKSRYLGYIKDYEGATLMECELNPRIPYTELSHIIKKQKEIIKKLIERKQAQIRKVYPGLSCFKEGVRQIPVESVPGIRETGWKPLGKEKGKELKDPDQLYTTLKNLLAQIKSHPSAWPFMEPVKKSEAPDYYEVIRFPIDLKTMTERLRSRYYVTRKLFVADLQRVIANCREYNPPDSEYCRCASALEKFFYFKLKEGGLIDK
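Free CoA generated was detected with ThioGlo1 (50uM) fluorescence at Ex340nm/Em540nm, read immediately and after 20 min at room temperature. Enzyme, 20 nM in HEPES pH 7.5 buffer, saw compounds 15 min before adding 75uM H3(1-25) peptide and 70uM acetyl-CoA.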
The depositor's hits bear a star; & = joins results of further samples; [ ] = remark or other dose. Calls come from the whole dose curve; as a rule, active = well fitted curve in the direction sought with a large enough effect; inconclusive = small, poorly fitted or top-dose-only effect, or another doubt; inactive = no such curve, though single readings can be large; an effect the other way counts as inactive or inconclusive. % is set by controls: 0 for no effect and ±100 for the full control effect; potency is the fitted concentration of half-maximal effect. This is a subset, so the mix of outcomes need not match the whole.

What do the screens show for `Cc1onc(-c2c(F)cccc2Cl)c1C(=O)N1CCOC12CCCCC2`?
TDP1 cell CPT: 1%; FEN1 inhibitor: 3%; KAT2A inh: 0%

What do the screens show for `COc1ccc(-c2cc(=O)c3c(O)cc(O[C@@H]4OC(COC5OC(C)C(O)C(O)[C@@H]5O)C(O)C(O)C4O)cc3o2)cc1` (stereo not given in full)?
TDP1 cell CPT: 5%; KAT2A inh: -26%

What do the screens show for `O=C(C[n+]1ccccc1)NNc1ccccc1`?
TDP1 cell CPT: -1%; FEN1 inhibitor: -1%; KAT2A inh: -4%

Results for CCOC(=O)Cc1csc(SCC(=O)NC2CCC(C)CC2)n1 (stereo not given) ?
TDP1 cell CPT: inconclusive; FEN1 inhibitor: -1%; KAT2A inh: -2%

Results for O=C(Nc1cccc(Cl)c1)Nc1nccs1 ?
TDP1 cell CPT: inconclusive; FEN1 inhibitor: -6%; KAT2A inh: -5%&-10%

Results for COc1ccc(OC)c(N2C(=O)CC(Cc3ccc(Cl)cc3)C2=O)c1 (stereo not given) ?
TDP1 cell CPT: -9%; FEN1 inhibitor: -9%; KAT2A inh: 0%

Results for COc1ccc(/C=N/NC(=O)CCCOc2ccc(Cl)cc2Cl)cc1[N+](=O)[O-] ?
TDP1 cell CPT: inconclusive; FEN1 inhibitor: 1%; KAT2A inh: -2%

How did Cc1nc(-c2nnc(SCC(=O)Nc3ccc(Cl)cc3)n2C)cs1 do in these assays?
TDP1 cell CPT: 0%; FEN1 inhibitor: 3%; KAT2A inh: 0%

Results for N#Cc1c(-c2ccccc2)nc2n1CCS2 ?
TDP1 cell CPT: 21%; FEN1 inhibitor: 1%; KAT2A inh: 3%

What do the screens show for `CCCCCCCC(=O)N/N=C/c1ccc(Br)cc1`?
TDP1 cell CPT: inconclusive; FEN1 inhibitor: -13%; KAT2A inh: -2%

Results for CCN(C(=O)CCS(=O)(=O)c1cc2[nH]c(=O)c(=O)[nH]c2cc1C)c1ccccc1 ?
TDP1 cell CPT: 15%; FEN1 inhibitor: -8%; KAT2A inh: -10%

How did N#Cc1cccc(-c2ccc3ncnc(NC4CCNCC4)c3c2)c1 do in these assays?
TDP1 cell CPT: -22%; KAT2A inh: -9%

How did Cc1ccc(S(=O)(=O)c2cc3c(=O)n4ccccc4nc3n(CCc3ccccc3)c2=N)cc1 do in these assays?
TDP1 cell CPT: inconclusive; FEN1 inhibitor: 8%; KAT2A inh: -11%

How did COc1ccc(C(=O)OCC(=O)Nc2cccc(S(=O)(=O)NC3=NCCCCC3)c2)cc1[N+](=O)[O-] do in these assays?
TDP1 cell CPT: -15%; FEN1 inhibitor: 0%

Results for COc1ccc(C(=O)Nc2ccccc2)cc1S(=O)(=O)Nc1cc(C)on1 ?
TDP1 cell CPT: -17%; FEN1 inhibitor: 37%[activator]; KAT2A inh: 8%

What do the screens show for `COc1ccc(C(=O)Nc2ccc3c(c2)nc(CN2CCN(C(C)=O)CC2)n3C)cc1`?
TDP1 cell CPT: -17%; FEN1 inhibitor: 4%; KAT2A inh: -6%

Results for O=C(COC(=O)c1ccccc1O)Nc1cccc2ccccc12 ?
TDP1 cell CPT: -16%; FEN1 inhibitor: 20%; KAT2A inh: 1%

Results for COc1ccc(-c2c(C)nn3c(NC4CCCC4)cc(C)nc23)cc1OC ?
TDP1 cell CPT: inconclusive; FEN1 inhibitor: -17%; KAT2A inh: -22%

Results for Cc1ccc(SCC(=O)Nc2ccc3oc(-c4ccccc4F)nc3c2)cc1 ?
TDP1 cell CPT: inconclusive; FEN1 inhibitor: -17%; KAT2A inh: -11%

How did COc1cc(C(=O)Nc2ncccc2C)ccc1OCC(=O)N1CCOCC1 do in these assays?
TDP1 cell CPT: -1%; FEN1 inhibitor: -6%; KAT2A inh: -4%

What do the screens show for `COc1cc(OC)c(NC(=O)CCc2nc(C3=CCN(Cc4cccc(Cl)c4)CC3)no2)cc1Cl`?
TDP1 cell CPT: 23µM*; FEN1 inhibitor: -20%; KAT2A inh: -16%

How did CCOc1cc(/C=C2/SC(=S)N(Cc3ccccc3)C2=O)ccc1O do in these assays?
TDP1 cell CPT: inconclusive; FEN1 inhibitor: -36%; KAT2A inh: -13%

How did Cc1cc(C)c(NC(=O)Cn2c(=O)n(Cc3ccc4c(c3)OCO4)c(=O)c3ccc(C(=O)NC4CCCCC4)cc32)c(C)c1 do in these assays?
TDP1 cell CPT: -3%; FEN1 inhibitor: 4%; KAT2A inh: -6%

How did Cc1ccc(S(=O)(=O)CC(=O)NC(C)c2ccccc2)cc1 (stereo not given) do in these assays?
TDP1 cell CPT: 8%; FEN1 inhibitor: -5%; KAT2A inh: -11%

What do the screens show for `CCN(CC)c1ccc(/C=N/N2CCN(Cc3ccc(C)cc3)CC2)c(O)c1`?
TDP1 cell CPT: inconclusive; FEN1 inhibitor: -16%; KAT2A inh: -23%

Results for Cc1ccc(N=C(NO)c2nonc2N)cc1 ?
TDP1 cell CPT: -21%; FEN1 inhibitor: 7%; KAT2A inh: -5%

Results for Oc1ccc(NC(=S)Nc2ccc(F)cc2)cc1 ?
TDP1 cell CPT: 0%; FEN1 inhibitor: 11%; KAT2A inh: -5%

How did COc1ccc(NC(=O)Cn2nnc(C(=O)NCc3ccc(C)cc3)c2N)cc1OC do in these assays?
TDP1 cell CPT: 2%; FEN1 inhibitor: 10%; KAT2A inh: 1%

How did O=S(=O)(Cc1ccc(Cl)cc1)Nc1ccc2c(c1)OCO2 do in these assays?
TDP1 cell CPT: inconclusive; FEN1 inhibitor: 5%; KAT2A inh: -3%

What do the screens show for `O=C(Cc1ccsc1)N1CCN(S(=O)(=O)c2cccc(F)c2)CC1`?
TDP1 cell CPT: -9%; FEN1 inhibitor: -7%; KAT2A inh: -1%

What do the screens show for `COc1cccc(-n2c(SCC(N)=O)nc3c([nH]c4ccccc43)c2=O)c1`?
TDP1 cell CPT: 18µM*; FEN1 inhibitor: -13%; KAT2A inh: 1%

Results for COc1cc2nc(CCc3nc4cc(OC)c(OC)cc4[nH]3)[nH]c2cc1OC ?
TDP1 cell CPT: 5.6µM*; FEN1 inhibitor: -34%

Results for CCN(CC)S(=O)(=O)c1ccc(C(=O)NNC(=O)c2cccs2)cc1 ?
TDP1 cell CPT: 4%; FEN1 inhibitor: 0%; KAT2A inh: -8%

Results for COc1ccccc1NC(=S)NCc1ccc(F)cc1 ?
TDP1 cell CPT: -2%; FEN1 inhibitor: -1%; KAT2A inh: -2%

How did Brc1ccc(-c2nnc(Cc3ccccc3)o2)cc1 do in these assays?
TDP1 cell CPT: -9%; FEN1 inhibitor: 9%; KAT2A inh: -7%

What do the screens show for `CN(CC(=O)Nc1ccccc1Cl)C(=O)C1CCN(S(=O)(=O)c2ccc3c(c2)OCCO3)CC1`?
TDP1 cell CPT: inconclusive; FEN1 inhibitor: 0%; KAT2A inh: -4%

What do the screens show for `O/C(=C\c1nc2ccccc2nc1/C=C(\O)c1ccccc1)c1ccccc1`?
TDP1 cell CPT: inconclusive; FEN1 inhibitor: -11%; KAT2A inh: -5%

Results for O=C(c1cc(COc2cccc(C(F)(F)F)c2)on1)N1CCSCC1 ?
TDP1 cell CPT: -23%; FEN1 inhibitor: -13%; KAT2A inh: -6%

Results for O=C1NC(NS(=O)(=O)c2ccc(Cl)cc2)(C(F)(F)F)C(=O)N1Cc1cccnc1 (stereo not given) ?
TDP1 cell CPT: 0%; FEN1 inhibitor: 5%; KAT2A inh: 1%

Results for CN1CCN(c2ccc3c(c2)C2CC3CCN2C(=O)OCc2ccccc2)CC1 (stereo not given) ?
TDP1 cell CPT: inconclusive; FEN1 inhibitor: -17%

What do the screens show for `O=C(c1ccc(Br)o1)N1CCN(CCc2ccncc2)CC1`?
TDP1 cell CPT: -10%; FEN1 inhibitor: -1%; KAT2A inh: -5%

What do the screens show for `CC(C)NC(=O)Cn1cc(C#N)c2cc(Br)ccc21`?
TDP1 cell CPT: -15%; FEN1 inhibitor: -5%; KAT2A inh: -8%

How did O=C(Cc1ccc(F)cc1)NCCc1cnc[nH]1 do in these assays?
TDP1 cell CPT: 0%; FEN1 inhibitor: -1%; KAT2A inh: 2%

How did Cc1cccc(CN2CCC(CNC(=O)Cn3ncc4c([nH]c5ccc(C)cc54)c3=O)CC2)c1 do in these assays?
TDP1 cell CPT: inconclusive; FEN1 inhibitor: 19%; KAT2A inh: 22%

What do the screens show for `Cc1cccc(C)c1NC(=O)N1CCN(c2nc3ccccc3s2)CC1`?
TDP1 cell CPT: 12µM*; FEN1 inhibitor: -2%; KAT2A inh: -15%

Reprinted at random: 5 records from the list, in no set order.
How did Cc1cccc(CN2CCC(CNC(=O)Cn3ncc4c([nH]c5ccc(C)cc54)c3=O)CC2)c1 do in these assays?
TDP1 cell CPT: inconclusive; FEN1 inhibitor: 19%; KAT2A inh: 22%

Results for O=C1NC(NS(=O)(=O)c2ccc(Cl)cc2)(C(F)(F)F)C(=O)N1Cc1cccnc1 (stereo not given) ?
TDP1 cell CPT: 0%; FEN1 inhibitor: 5%; KAT2A inh: 1%

Results for CN1CCN(c2ccc3c(c2)C2CC3CCN2C(=O)OCc2ccccc2)CC1 (stereo not given) ?
TDP1 cell CPT: inconclusive; FEN1 inhibitor: -17%

What do the screens show for `Cc1cccc(C)c1NC(=O)N1CCN(c2nc3ccccc3s2)CC1`?
TDP1 cell CPT: 12µM*; FEN1 inhibitor: -2%; KAT2A inh: -15%

How did Brc1ccc(-c2nnc(Cc3ccccc3)o2)cc1 do in these assays?
TDP1 cell CPT: -9%; FEN1 inhibitor: 9%; KAT2A inh: -7%

Other compounds
Results for CCOC(=O)c1c(NC(=O)C(=O)N/N=C(\C)c2ccc(OC)cc2)sc2c1CCCCC2 ?
TDP1 cell CPT: inconclusive; FEN1 inhibitor: -15%; KAT2A inh: -16%

Results for O=C(COc1ccc2c(-c3ccccc3)cc(=O)oc2c1)Nc1ccc(CCO)cc1 ?
TDP1 cell CPT: 8.2µM*; FEN1 inhibitor: -10%; KAT2A inh: -3%

How did Cc1cc(SCC(=O)NN=C2CCN(C(C)C)CC2)c(C)cc1Br do in these assays?
TDP1 cell CPT: -27%; FEN1 inhibitor: -2%; KAT2A inh: -2%

How did O=C(NCCc1c[nH]c2ccccc12)c1cncc(Br)c1 do in these assays?
TDP1 cell CPT: 5%; FEN1 inhibitor: 1%; KAT2A inh: -6%

What do the screens show for `COCC(=O)N1CCC(Oc2ccc(C(=O)N3CCSCC3)cc2)CC1`?
TDP1 cell CPT: -8%; FEN1 inhibitor: 7%; KAT2A inh: 2%

How did CCOC(=O)c1c(CSC(=N)N)n(-c2ccccc2)c2cc(Br)c(OC(C)=O)cc12 do in these assays?
TDP1 cell CPT: inconclusive; FEN1 inhibitor: -25%; KAT2A inh: -1%

How did Fc1ccccc1N1CC(c2ccccc2)C(c2cccs2)=N1 (stereo not given) do in these assays?
TDP1 cell CPT: -5%; FEN1 inhibitor: -3%; KAT2A inh: -2%

How did CCN(CC(=O)Nc1ccc(OC)cc1)CC(=O)Nc1cccc(C#N)c1 do in these assays?
TDP1 cell CPT: -9%; FEN1 inhibitor: 8%; KAT2A inh: 18%

What do the screens show for `CCC(C)NC(=O)c1cnn2c1NC(c1cccs1)CC2C(F)(F)F` (stereo not given)?
TDP1 cell CPT: -10%; FEN1 inhibitor: -2%; KAT2A inh: 0%

Results for Cc1ccc(NC(=O)CSc2nnc(N)s2)cc1S(=O)(=O)N1CCOCC1 ?
TDP1 cell CPT: 2%; FEN1 inhibitor: -5%; KAT2A inh: -5%

Results for CC1CCN(CCCNC(=O)c2ccc3c(=O)n(CCc4ccccc4)c(=O)[nH]c3c2)CC1 ?
TDP1 cell CPT: inconclusive; FEN1 inhibitor: 6%; KAT2A inh: -6%

What do the screens show for `NC(=O)NCc1ccccc1Cl`?
TDP1 cell CPT: 9%; FEN1 inhibitor: 1%; KAT2A inh: -2%

What do the screens show for `CC(=O)Nc1ccc(C(=O)OCC(=O)Nc2c(C)n(C)n(-c3ccccc3)c2=O)cc1`?
TDP1 cell CPT: 8%; FEN1 inhibitor: 18%; KAT2A inh: -5%

What do the screens show for `CCOC(=O)Cn1c(=O)cc(C)c2ccccc21`?
TDP1 cell CPT: 8.2µM*; FEN1 inhibitor: -23%; KAT2A inh: -1%

How did O=C(NCC1CCCO1)c1ccccc1-c1nc(-c2ccccc2F)no1 (stereo not given) do in these assays?
TDP1 cell CPT: -26%; FEN1 inhibitor: 12%; KAT2A inh: -5%

How did COc1ccc(/C=N/NC(=O)CCn2nc(C)cc2C)cc1 do in these assays?
TDP1 cell CPT: 13%; FEN1 inhibitor: -14%; KAT2A inh: -4%
